M1 ag parental = counter-screen for M1 agonists: effect in parental CHO-K1 cells | Fluo-8 calcium fluorescence; scaled to maximal ATP response, vehicle zero | activation, % at 3 µM | 0.48% of 360,000 active; in the data active means activation above about 15%;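 further: untransfected CHO-K1 host cells lacking M1 receptor as counterscreen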
M4 ag = CHRM4 agonism in calcium assay. P08173. CHO-K1 hM4/Gqi5, Fluo-8 calcium fluorescence; vehicle 0%, full acetylcholine response 100%. activation, % at 3 µM. 0.14% of 360,000 active. AID 624127;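 active means activation above the run mean over all test wells plus 3 SD, cut at about 32% in these data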;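 further: peak over basal fluorescence ratio per well then scaled between controls; 0% = DMSO wells and 100% = acetylcholine at EC100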
Target sequence (P08173 whole entry, looked up): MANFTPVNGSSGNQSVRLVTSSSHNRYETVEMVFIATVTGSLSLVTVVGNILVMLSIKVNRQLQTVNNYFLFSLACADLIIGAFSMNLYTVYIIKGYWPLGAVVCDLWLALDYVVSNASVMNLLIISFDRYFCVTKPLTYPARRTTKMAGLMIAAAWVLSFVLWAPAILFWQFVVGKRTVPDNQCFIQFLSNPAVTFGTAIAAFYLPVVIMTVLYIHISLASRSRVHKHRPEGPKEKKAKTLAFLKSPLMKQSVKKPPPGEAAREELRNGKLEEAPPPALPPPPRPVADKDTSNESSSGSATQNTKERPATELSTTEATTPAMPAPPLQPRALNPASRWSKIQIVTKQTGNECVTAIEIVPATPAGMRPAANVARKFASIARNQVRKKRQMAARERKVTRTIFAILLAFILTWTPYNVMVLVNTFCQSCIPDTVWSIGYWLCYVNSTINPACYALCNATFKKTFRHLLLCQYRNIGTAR
M1 ag = activates human CHRM1 receptor. P11229. CHO-K1 hM1, Fluo-8 calcium fluorescence, agonist mode; 0% DMSO, 100% acetylcholine EC100. activation, % at 3 µM. 0.33% of 360,000 active. AID 588814;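 active means activation above the run's mean compound activation plus 3 SD, cut at about 16% in these data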;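 further: peak over basal fluorescence ratio within a 140 s kinetic read after compound addition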
M4 antag = blocks acetylcholine activation of human M4 receptor | inhibition, % at 3 µM | CHO-hM4 cells, ACh EC80, Fluo-8 calcium fluorescence | P08173 | 0.73% of 360,000 active | AID 624125;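 active means inhibition above its plate's cutoff, the mean inhibition of sample wells plus 3 SD, cut at about 27% in these data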;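 further: 0% = acetylcholine EC80 with DMSO and 100% = DMSO without agonist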
OXTR potentiate = potentiators of human oxytocin receptor; AID 2445; activation, % at 3 µM; 0.061% of 320,000 active; CHO-OTR cells, Fluo-8 calcium fluorescence, potentiator mode; 0% = oxytocin EC15, 100% = EC100;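 active means activation above that plate's cutoff, the mean activation of tested compounds plus 3 SD, cut at about 6.6% in these data, passing the limit was not always enough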;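 further: 100% uses oxytocin at 75 nM as the full agonist control; some results filed as inactive read as strong as hits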
Target sequence (P30559 whole entry, looked up): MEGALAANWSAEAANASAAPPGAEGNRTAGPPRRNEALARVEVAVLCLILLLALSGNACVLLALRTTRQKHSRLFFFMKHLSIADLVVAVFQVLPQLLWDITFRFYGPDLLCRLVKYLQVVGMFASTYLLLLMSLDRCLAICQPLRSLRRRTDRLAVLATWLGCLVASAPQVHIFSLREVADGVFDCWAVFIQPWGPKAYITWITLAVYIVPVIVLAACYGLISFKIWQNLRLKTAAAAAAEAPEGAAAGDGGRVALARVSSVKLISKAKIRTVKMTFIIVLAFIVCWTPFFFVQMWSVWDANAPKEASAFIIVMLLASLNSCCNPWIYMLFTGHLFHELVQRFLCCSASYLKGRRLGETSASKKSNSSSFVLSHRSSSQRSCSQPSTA
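Material: human OTR in CHO cells. Compound: 3.0 µM, one dose. Timing: compound 6 min at room temperature before oxytocin, 100 s read. Evaluation: % activation of max/min ratio relative to oxytocin controls. Replication: single well per compound, singlicate. Signal: Fluo-8 calcium dye fluorescence.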
CHO parental Ca = counter-screen for OX1R antagonists: effect in parental CHO cells. parental CHO-K1, ATP-induced calcium, Fluo-8 fluorescence. inhibition, % at 5.6 µM. 0.63% of 330,000 active. AID 463079;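 active means inhibition above that plate's mean sample inhibition plus 3 SD, cut at about 26% in these data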;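 further: 0% = ATP-challenged DMSO wells and 100% = DMSO wells without ATP; some compounds past the cut are filed as inactive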
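Assay system – parental CHO cells · Reagent – ATP stimulus · Detection – intracellular calcium via Fluo-8 no-wash fluorescent dye · Evaluation – percent inhibition of ATP-evoked calcium rise, normalized to controls · Controls – ATP wells versus no-ATP DMSO wells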
M1 antag = blocks human M1 muscarinic receptor; P11229; CHO-K1 hM1, Fluo-8 calcium fluorescence, ACh EC80 antagonist; inhibition, % at 3 µM; 1.3% of 360,000 active;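 active means percent inhibition above its own plate's cutoff, namely the mean of that plate's compound wells plus 3 SD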;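 further: peak over basal fluorescence ratio during 140 s after agonist addition; 0% = ACh EC80 plus DMSO and 100% = DMSO alone without agonist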
CHO-K1 Ca antag = nonselective inhibitor or artifact in parental CHO-K1 cells; ATP-induced calcium, Fluo-8 fluorescence; inhibition, % at 3 µM; 0.6% of 360,000 active;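 active means inhibition above a per-plate cutoff, the plate's mean sample inhibition plus 3 SD, cut at about 24% in these data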;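 further: 0% = DMSO plus EC80 ATP and 100% = DMSO alone without ATP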
M1 PAM = positive allosteric modulators of human M1 muscarinic receptor | P11229 | CHO-K1 hM1, Fluo-8 calcium fluorescence, ACh EC20; 0% = ACh EC20, 100% = maximal ACh | activation, % at 3 µM | 0.088% of 360,000 active | AID 588819; in the data active means activation above about 19%, passing the limit was not always enough
Numbers without * were called inactive; / = not tested or not shown. No enrichment for hits; overall some 2.9% were active at least once.

#1 CCCn1cc(CN2CCC(C(=O)Nc3cccc(-c4cscn4)c3)CC2)c(C)n1
#2 O=C(COC(=O)[C@@H]1CCCN1S(=O)(=O)c1ccc(Cl)cc1)NC12CC3CC(CC(C3)C1)C2
#3 COCC(C)NCc1cccc2ccccc12 (stereo not given)
#4 CC1(c2ccco2)NC(=O)NC1=O (stereo not given)
#5 CCOc1ccc(Oc2cc(N)cc([N+](=O)[O-])c2)cc1
#6 O=C(Nc1ccnn1C1CCN(C2CCC2)CC1)c1ccccc1Cl
#7 Cn1cccc1C(=O)N1CCN(S(=O)(=O)c2ccccc2)CC1
#8 COc1ccc2oc(C(=O)Nc3nnc(C)s3)c(C)c2c1
Assay by compound	1	2	3	4	5	6	7	8
M1 ag parental	0.5	4.9	0.4	-0.1	-0.2	0.6	-0.1	-0.2
M4 ag	2	9	4	0	1	2	0	0
M1 ag	-2	-7	-1	-2	-5	-5	-2	-1
M4 antag	3	2	-3	0	0	3	8	6
OXTR potentiate	-2	-11	-2	-7	-5	-6	-1	-9
CHO parental Ca	-16	-28	-9	-9	-16	8	9	-1
M1 antag	-10	-2	0	-24	5	-15	1	-8
CHO-K1 Ca antag	-2	-19	-8	-3	0	46*	1	-11
M1 PAM	18	-2	6	8	-12	8	6	7

#9 Cc1ncc(C(=O)O)c(C(=O)O)c1N
#10 O=C(C1CCN(c2nnc(N3CCCC3=O)s2)CC1)N1CCN(c2cccc(C(F)(F)F)c2)CC1
#11 CCOc1c(C(=O)CC)cc2c(C)cc(=O)oc2c1C
#12 Cc1nn(C)c(C)c1/C=C1/SC(=S)NC1=O
#13 COc1cc2c(c(OC)c1OC)CCc1cnoc1-2
#14 C#Cc1ccc([C@H]2C=C(C(=O)NCc3ccccc3)O[C@@H](OCc3ccc(CO)cc3)C2)cc1
#15 O=C1CC(N2CCN(Cc3ccc4c(c3)OCO4)CC2)C(=O)N1c1cccc(Cl)c1 (stereo not given)
#16 CCN(CC)C(=O)Cn1cnc2sc(C)c(S(=O)(=O)N3CCC(C)CC3)c2c1=O
Assay by compound	9	10	11	12	13	14	15	16
M1 ag parental	0.5	6.8	0.1	-0.2	0.1	0.4	1.4	0.8
M4 ag	0	8	0	0	1	6	1	1
M1 ag	-4	-2	-5	-1	-9	-6	-9	-3
M4 antag	-7	1	2	-1	14	14	5	-21
OXTR potentiate	-6	-11	-1	-1	-4	-9	-4	-8
CHO parental Ca	-3	-6	-5	-4	-8	-19	-13	2
M1 antag	-5	77*	-6	-1	-4	11	11	-12
CHO-K1 Ca antag	0	3	0	-12	-9	-6	-12	-7
M1 PAM	4	-24	6	-2	5	-8	-17	9

#17 CCOc1ccc(-c2nnc(Nc3ccc(OC)c(C(=O)N4CCCCC4)c3)c3ccccc23)cc1
#18 O=C(N=NC(=O)c1ccco1)c1ccc2c(O)n(N3C(=O)c4ccccc4C3=O)c(O)c2c1
#19 Cn1nc(SCc2ccccc2)c(=O)n(C(c2ccccc2)c2ccccc2)c1=O
#20 CN(Cc1ccccc1)C(=O)c1cc2ccccc2o1
#21 O=C(O)Cc1sc(-c2cccnc2)nc1-c1ccc(Br)cc1
#22 [O-]/C(=C(\C(=S)Nc1ccc(Cl)cc1)[n+]1ccccc1)c1ccc(OC(F)F)cc1
#23 COCCn1nnnc1C(c1cccc(OC)c1OC)N1CCN(C2CCCCC2)CC1 (stereo not given)
#24 Cc1cccc(C)c1NC(=S)N(CCN1CCCCCC1)Cc1ccco1
Assay by compound	17	18	19	20	21	22	23	24
M1 ag parental	1.2	0.1	0.1	0.1	2.9	-0.6	-0.2	1.2
M4 ag	2	0	1	1	11	1	-1	1
M1 ag	-11	-1	-1	-6	-4	-7	-2	-3
M4 antag	7	-4	-11	6	-6	8	1	24
OXTR potentiate	-1	-2	/	-7	-15	4	6	-13
CHO parental Ca	-14	0	/	-10	-23	-8	-8	-22
M1 antag	0	1	-9	-4	8	-12	-81	28
CHO-K1 Ca antag	-1	-5	-4	-23	-3	-4	-4	-13
M1 PAM	-9	0	0	2	-8	8	24*	-10

#25 Cc1ccc(-c2nc3ccccc3nc2-c2ccccc2)cc1
#26 C/C(CC(=O)Nc1ccc2ccccc2c1)=N\NC(=O)c1cnccn1
#27 COc1cccc(NC(=O)N2CCCC2C(=O)NC2CCCCC2)c1 (stereo not given)
#28 COc1ccc(CN2CCC(n3nccc3NC(=O)CCCc3ccccc3)CC2)cc1C
#29 Cc1cccc(NC(=O)CN2C(=O)N/C(=C/c3ccc(C)s3)C2=O)c1
#30 CCOCCN1CCN(C(=O)CN2CCCC2=O)CC1
#31 CCSc1nnc(COc2ccccc2)n1CC
#32 Cc1oc(-c2ccc(Cl)cc2)nc1CN1CCCC(C(=O)NCCCN2CCCC2=O)C1 (stereo not given)
Assay by compound	25	26	27	28	29	30	31	32
M1 ag parental	-0.1	0.3	0.2	4.6	0.6	0.7	0.5	0.8
M4 ag	-2	3	1	5	2	1	1	2
M1 ag	-4	-5	-1	-4	-2	-3	-2	-13
M4 antag	7	-4	-11	2	13	11	10	3
OXTR potentiate	-6	-3	-6	-11	-7	3	0	-11
CHO parental Ca	-7	16	-2	-32	2	-9	-2	-13
M1 antag	-9	-14	-5	-11	-7	-1	3	1
CHO-K1 Ca antag	-4	-5	-5	1	13	4	-6	-5
M1 PAM	3	8	3	13	8	4	7	-7

#33 Cc1cc(C)c(OCCN(C)Cc2ccccc2)c(Br)c1
#34 Cc1cc(C)c(S(=O)(=O)N2CCN(c3ccccn3)CC2)c(C)c1
#35 CCc1nc2ccc(C(=O)NCCCn3ccnc3)cn2c1N(CC)Cc1cccc(Br)c1
#36 CCN(c1ccccc1)S(=O)(=O)c1cccc(C(=O)OCC(=O)c2c(N)n(C)c(=O)n(C)c2=O)c1
#37 CC(=NC(C)C)C1=C(O)C(C)OC1=O (stereo not given)
#38 O=C(NNC(=S)NC(=O)c1cccs1)c1cccnc1
#39 O=S(=O)(c1ccccc1)c1nc(-c2ccccc2Cl)oc1NCCCN1CCOCC1
#40 Cc1c(C#N)c2ncn(Cc3ccccc3)c(=O)c2n1-c1ccccc1
Assay by compound	33	34	35	36	37	38	39	40
M1 ag parental	0.4	1.5	0.3	6.8	0.6	-0.1	1.1	0.6
M4 ag	1	2	2	16	0	0	7	1
M1 ag	-5	-5	-8	-4	-8	-2	-4	-4
M4 antag	-4	0	1	-10	-4	-7	2	-8
OXTR potentiate	11	/	/	/	-5	-4	-6	-7
CHO parental Ca	-15	/	/	/	0	0	-21	-25
M1 antag	-3	5	20	30	-10	-7	-15	-6
CHO-K1 Ca antag	-13	-7	9	-20	-7	-12	-18	-3
M1 PAM	6	-6	-16	-17	9	7	2	-1

Reprinted from the part before: three compounds, then new ones.
#38 O=C(NNC(=S)NC(=O)c1cccs1)c1cccnc1
#39 O=S(=O)(c1ccccc1)c1nc(-c2ccccc2Cl)oc1NCCCN1CCOCC1
#40 Cc1c(C#N)c2ncn(Cc3ccccc3)c(=O)c2n1-c1ccccc1
#41 CSc1ccccc1NC(=O)CN(C)C(=O)c1c(C)nn(Cc2ccccc2)c1C
#42 CC(=O)Nc1ccc(OCc2cnc(Cl)s2)cc1
#43 COc1ccc(-c2nnc(NC(=O)C(C)C)o2)cc1
#44 O=S(=O)(Nc1nnc(C2CCCCC2)s1)c1ccc(F)cc1
#45 Cc1ccc(C2=NNC3(CCOC(C)(C)C3)S2)cc1 (stereo not given)
#46 Cc1ccc(-c2nc3ncccc3o2)cc1NC(=O)Cc1ccc(Cl)cc1
#47 O=C(COc1ccc(F)cc1Cl)N(Cc1nnc(-c2ccccc2Cl)o1)C1CC1
#48 CN(CC(=O)NC(=O)Nc1ccccc1F)Cc1ccccc1F
Assay by compound	38	39	40	41	42	43	44	45	46	47	48
M1 ag parental	-0.1	1.1	0.6	0.4	0.0	0.1	0.1	-0.7	-0.1	0.7	1.0
M4 ag	0	7	1	1	1	1	1	0	0	4	9
M1 ag	-2	-4	-4	0	-5	-3	-2	-6	-3	1	-2
M4 antag	-7	2	-8	-7	-1	-2	-9	-3	-1	-4	-20
OXTR potentiate	-4	-6	-7	0	-8	-3	3	-10	-1	-11	-5
CHO parental Ca	0	-21	-25	-17	6	0	-5	-4	-3	-12	-9
M1 antag	-7	-15	-6	-3	9	-6	-19	-8	-5	-15	0
CHO-K1 Ca antag	-12	-18	-3	-10	1	6	-6	18	8	11	-9
M1 PAM	7	2	-1	4	-7	5	15	5	5	15	-7

#49 Cc1cccc(NC(=O)CN2CCN(C(=O)CNC(=O)c3ccc(-c4ccccc4)cc3)CC2)c1C
#50 COc1cc2c3c(c1)c(N=NC(N)=S)c(O)n3C(C)(C)C=C2C
#51 CCCC(=O)Nc1ccc2nc(C)n(Cc3ccccc3Cl)c(=O)c2c1
#52 O=C1COc2ccc(S(=O)(=O)NCc3ccc(Cl)cc3)cc2N1
#53 CN(C(=O)C=Cc1ccco1)c1ccccc1
#54 COCCCn1c(SCc2cccc(OC)c2)nc2cc(OC)c(OC)cc2c1=N
#55 O=C(CCCc1c[nH]c2ccccc12)Nc1ncccc1O
#56 O=C(COC(=O)C1CC2C=CC1C2)Nc1ccc2c(c1)OC(F)(F)O2 (stereo not given)
Assay by compound	49	50	51	52	53	54	55	56
M1 ag parental	11	0.1	0.2	2.6	0.1	0.7	1.4	1.1
M4 ag	18	1	1	1	0	0	1	2
M1 ag	4	-3	-2	1	-7	-7	-1	-5
M4 antag	-10	-11	-1	5	-4	9	4	1
OXTR potentiate	/	3	-5	-12	/	-15	/	1
CHO parental Ca	/	-14	-10	-3	/	-17	/	5
M1 antag	16	33*	-18	1	-7	-1	-2	1
CHO-K1 Ca antag	-1	-9	-1	-13	-5	0	0	10
M1 PAM	-10	17	12	2	1	-1	5	1

#57 Cc1ccc(NC2=C(Cl)C(=O)OC2OC(=O)c2ccco2)cc1C (stereo not given)
#58 COc1cccc(NC(=O)CN(C)C(=O)CC2Sc3ccccc3NC2=O)c1 (stereo not given)
#59 O=C(COC(=O)/C=C/c1ccccc1[N+](=O)[O-])Nc1ccc(OC(F)F)cc1
#60 O=C(CSc1nccn1Cc1ccc(F)cc1)NC1CCCC1
Assay by compound	57	58	59	60
M1 ag parental	3.2	0.4	-0.3	2.6
M4 ag	4	3	0	2
M1 ag	-6	-1	-5	-4
M4 antag	0	-20	6	6
OXTR potentiate	-7	0	-5	0
CHO parental Ca	9	-16	-7	-13
M1 antag	3	-5	4	-10
CHO-K1 Ca antag	-5	-7	14	-6
M1 PAM	-7	7	0	7

Record cards (already shown). Order of values: M1 ag parental	M4 ag	M1 ag	M4 antag	OXTR potentiate	CHO parental Ca	M1 antag	CHO-K1 Ca antag	M1 PAM
COc1ccc(-c2nnc(NC(=O)C(C)C)o2)cc1 is listed as 0.1	1	-3	-2	-3	0	-6	6	5
O=C(O)Cc1sc(-c2cccnc2)nc1-c1ccc(Br)cc1 is listed as 2.9	11	-4	-6	-15	-23	8	-3	-8

Bioassay records deposited in PubChem BioAssay by The Scripps Research Institute Molecular Screening Center.
